IEC-6 tox: IEC-6 cytotoxicity, counter-screen for KLF5 inhibitors; 290,000 tested, 0.78% active; AID 1825; luminescence viability; inhibition, % at 5 µM; in the data active = inhibition above about 22%;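 also: 0% = plate median of test compound wells and 100% = cytotoxic reference compound wells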
HSF1 activator: increases HSF-1 driven luciferase reporter signal | NIH3T3-HGL HSF-1 luciferase reporter, MG132, 8 h; 100% = twice DMSO control signal | 300,000 tested, 1.7% active | AID 504408 | activation, % at 9 µM;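 active = mean replicate activation of at least 50% with a set share of replicates each reaching 50%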;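 also: 0% = median of the neutral control wells and 100% = twice that signal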
AI-2 QS mod: modulates the Vibrio harveyi AI-2 quorum sensing system | 300,000 tested, 0.4% active | activity change, % at 7.5 µM | Vibrio harveyi JMH597 AI-2 luminescence/OD600 ratio, 9 h; active compounds read low; strain lacks LuxN and CqsS sensors; 0 = neutral-control median; in the data active = activity change below about -75%, passing the limit was not always enough;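 also: luminescence divided by OD600 gain over 9 h not by final OD600 alone; inactives centre near 13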
aSyn UTR inh: MLPCN primary screen, SNCA 5' untranslated region | alpha-synuclein 5'UTR reporter, inhibitor activity | inhibition, % (tested at 7.5 µM) | 300,000 tested, 0.82% active; in the data active = inhibition above about 60%;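 also: H4 neuroglioblastoma cells stably carrying SNCA 5'UTR luciferase fusion; 0% = DMSO wells and 100% = positive control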
HSP90 inh: HSP90 refolding inhibition in rabbit reticulocyte lysate | luciferase refolding luminescence, 3 h | inhibition, % at 5.6 µM | 290,000 tested, 0.91% active | AID 1789;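 active = inhibition above the screen-wide mean plus 3 SD, computed separately per campaign, cut at about 16% in these data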;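 also: 0% = DMSO wells and 100% = 60 µM geldanamycin wells; inhibitors lower the luminescence because luciferase stays unfolded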
GSK3beta inhib: human GSK3beta kinase inhibition | GST-GSK3beta kinase, ADP-Glo luminescence, 60 min; active compounds read low | activity score (negative = inhibition), % at 10 µM | 300,000 tested, 0.038% active;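 active = more than half of replicate wells score below -50%, meaning over 50% inhibition versus plate controls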;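 also: 0% = median DMSO wells and -100% = median GW8510 positive control wells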
Target sequence (P49841 whole entry, looked up): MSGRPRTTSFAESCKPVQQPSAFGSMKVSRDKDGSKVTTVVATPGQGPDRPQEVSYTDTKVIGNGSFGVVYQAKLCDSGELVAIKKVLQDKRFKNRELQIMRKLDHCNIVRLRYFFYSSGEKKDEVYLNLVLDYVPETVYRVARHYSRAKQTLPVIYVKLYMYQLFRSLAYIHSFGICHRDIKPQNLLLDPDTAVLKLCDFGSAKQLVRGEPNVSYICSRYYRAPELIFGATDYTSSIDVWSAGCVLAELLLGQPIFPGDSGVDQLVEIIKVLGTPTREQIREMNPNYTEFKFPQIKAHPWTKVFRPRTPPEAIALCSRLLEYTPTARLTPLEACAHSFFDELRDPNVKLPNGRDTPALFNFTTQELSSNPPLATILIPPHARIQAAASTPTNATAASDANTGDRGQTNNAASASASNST
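test system = GST-tagged human GSK3beta kinase, cell-free | reagent = 25 µM ATP with peptide substrate | dosing = one dose of 10 µM per compound | schedule = 60 min reaction, RT | detection = luminescent ADP-Glo measurement of ADP formed | control set = DMSO neutral wells and GW8510 at 20 µM as positive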
HIF activator: HIF pathway transcriptional activation; U2OS HRE-luciferase reporter, luminescence; normalized: DMSO 0%, desferrioxamine 100%; activation, % at 7.5 µM (by protocol); 300,000 tested, 0.32% active;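 active = mean activation of at least 10% of the iron chelator positive control signal, with at least half of replicates also reaching 10%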
HSF1 inhib: HSF1 inhibition | NIH3T3-HGL HSE-luciferase, MG132-induced, luminescence 8 h; active compounds read low | activity change, negative = inhibition, % at 7.5 µM (by protocol) | 300,000 tested, 0.77% active | AID 2098;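 active = more than half of replicate wells show activity change below -50%, luminescence cut by over half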;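 also: luciferase reports HSF-1 transcriptional activity via heat shock element; 0% = median of DMSO wells and -100% = zero luminescence signal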
KLF5 inh: suppresses KLF5 promoter-driven expression; DLD-1 KLF5 promoter-luciferase reporter, luminescence; inhibition, % at 5 µM; 290,000 tested, 0.23% active; AID 1700;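 active = inhibition above a per-plate limit of that plate's mean compound inhibition plus 3 SD, cut at about 60% in these data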;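 also: 0% = DMSO wells and 100% = LY294002 at 200 µM; higher means less KLF5 promoter-driven luciferase light; inactives centre near -14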
GSK3A inh: human GSK-3 alpha kinase inhibition; P49840; ADP-Glo luminescence, 60 min; inhibition, % at 10 µM; 320,000 tested, 0.1% active; AID 2650;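 in the data active = inhibition above about 50%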;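 also: GST-tagged GSK-3 alpha with peptide substrate and 25 µM ATP; 0% = DMSO neutral wells and 100% = GW8510 positive control wells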
Target sequence (P49840 whole entry, looked up): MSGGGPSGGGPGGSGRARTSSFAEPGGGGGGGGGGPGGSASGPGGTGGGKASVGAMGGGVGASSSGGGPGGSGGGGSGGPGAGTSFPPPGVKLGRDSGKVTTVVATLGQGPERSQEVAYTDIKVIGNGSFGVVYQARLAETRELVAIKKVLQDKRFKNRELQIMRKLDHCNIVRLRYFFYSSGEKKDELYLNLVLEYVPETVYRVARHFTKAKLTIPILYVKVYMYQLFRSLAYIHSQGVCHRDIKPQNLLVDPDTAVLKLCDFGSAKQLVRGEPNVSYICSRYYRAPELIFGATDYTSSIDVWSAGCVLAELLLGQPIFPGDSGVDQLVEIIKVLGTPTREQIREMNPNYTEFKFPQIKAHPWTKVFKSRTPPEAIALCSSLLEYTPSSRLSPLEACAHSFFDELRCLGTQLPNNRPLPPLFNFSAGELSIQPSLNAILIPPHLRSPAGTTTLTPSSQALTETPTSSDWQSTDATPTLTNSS
* marks the source's active call; other numbers are inactive results; . = no result given. No enrichment for hits. About 4.7% of those tested had a hit in this group.

SMILES	IEC-6 tox	HSF1 activator	AI-2 QS mod	aSyn UTR inh	HSP90 inh	GSK3beta inhib	HIF activator	HSF1 inhib	KLF5 inh	GSK3A inh
COc1ccc(C(=O)[C@H]2[C@H]3C(=O)N(c4ccc(C)cc4)C(=O)[C@H]3C3C=CC=NN32)cc1 (stereo partly specified)	-4	-10	.	-44	0	-1	0.7	4	-16	-4
CCNC(=S)Nc1cccc([N+](=O)[O-])c1	4	-18	25	-10	3	2	0.2	-1	-9	0
COc1ccc(N2CCN(c3nc4c(c(=O)n(C)c(=O)n4C)n3CCCc3ccccc3)CC2)cc1	.	2	23	0	.	1	-1.9	-4	.	2
Cc1cc2c(c(N3CCOCC3)n1)C(=O)OC2	-1	-1	21	-8	9	-1	-0.1	-4	-2	1
O=C(NCc1cn2ccccc2n1)c1ccc(Br)o1	-1	5	-4	-14	-4	3	0.0	-5	-17	-1
Cc1c(CNC(=O)c2cnn3c2NC(c2ccccc2)CC3C(F)(F)F)cnn1C (stereo unspecified)	1	-5	4	-2	0	3	-0.9	-1	-5	-2
O=C(CSc1nnc(NC(=O)C2CC(=O)N(c3ccccc3)C2)s1)NCC1CCCO1 (stereo unspecified)	2	36	12	18	2	0	0.2	-3	-46	0
C=CCN1CC(c2nc3ccccc3n2Cc2cccc3ccccc23)CC1=O (stereo unspecified)	6	20	.	8	7	.	-0.1	12	-20	-1
O=C(/C=C/Nc1ccccc1Oc1ccccc1)c1ccco1	1	36	12	9	0	1	0.0	4	-14	-3
CCC(C)(C(=O)Nc1ccccc1C)N(C(=O)CNC(C)=O)c1ccccc1C (stereo unspecified)	3	-2	7	7	1	-2	-0.3	-1	-15	-2
O=C(Nc1cc(Cl)ccc1O)C1CC(c2c(F)cccc2Cl)=NO1 (stereo unspecified)	0	-3	6	-2	-1	-4	0.0	3	-23	-1
CC(C)CCNS(=O)(=O)c1cc2c3c(c1)CCN3C(=O)CC2	0	11	20	9	-3	0	-0.3	3	-20	-1
COc1ccccc1NC(=O)Cn1cnc2sc(C(=O)Nc3ccc(OC)c(OC)c3)c(C)c2c1=O	-8	4	36	5	2	0	.	0	-4	.
O=C(CSc1nnc(-c2ccc(F)cc2)c2ccccc12)Nc1c(F)cccc1F	4	22	9	19	2	2	0.0	11	-25	.
CCn1c(SCC(=O)n2c(C)c(C)c3ccccc32)nnc1-c1ccco1	-3	-6	-3	-17	-4	-1	0.1	-10	-9	-2
Cc1ccc(S(=O)(=O)N2CCC(C(=O)Nc3ccc(S(=O)(=O)N4CCCC4)cc3)CC2)cc1C	.	0	17	36	.	-2	-0.1	1	.	-3
CC(=O)c1sc(N/N=C/c2cccc([N+](=O)[O-])c2)nc1C	0	45	18	-170	-3	-1	4.0	24	-174	1
CC(C)COC(=O)c1ccc2c(c1O)C(=O)c1ccccc1C2=O	2	-14	14	-3	14	5	1.0	-13	-37	-4
CC(C)n1nccc1NC(=O)Nc1ccccc1	6	-3	-11	-22	0	-2	0.3	9	-16	-3
CCc1ccc(NC(=O)c2cc(-c3ccc4c(c3)OCO4)on2)cc1	8	-35	9	12	5	-23	-0.4	-16	1	-1
CC1CCN(c2ccc(/C=C(\C#N)c3nn(-c4ccccc4)c(N)c3C#N)cc2[N+](=O)[O-])CC1	-5	4	19	-13	-5	5	0.3	0	-37	4
Cc1ccc(OCC(=O)NNC(=O)C(=O)NC(C)(C)C)cc1	7	1	30	1	3	-2	-0.6	-3	-3	-3
COc1ccc(-n2cccc2C=O)cc1OC	6	-1	51	5	3	1	-0.1	-4	-1	-1
Cc1cc(C)nc(N/N=C/c2cn[nH]c2-c2ccc(F)cc2)n1	6	-10	4	6	-5	2	0.5	-9	-27	-5
CCc1ccccc1NC(=O)CN(C)C(=O)CSc1nnc(Nc2cccc(C)c2)s1	2	25	22	18	3	0	0.1	5	-31	-1
CC1CC(C)CN(C(=O)CSc2nnc(N)s2)C1 (stereo unspecified)	1	2	25	-22	3	0	0.2	4	-11	9
NC(=O)CCC(NS(=O)(=O)c1ccc(Cl)cc1)C(=O)NCc1ccccc1Cl (stereo unspecified)	3	10	14	-13	2	1	0.0	1	-5	0
Cc1cc(C)nc(SCC(=O)N/N=C/c2cccn2-c2cccc(C(F)(F)F)c2)n1	-4	41	-1	-29	1	-1	0.4	18	-29	-1
C=CCc1cc(Cl)ccc1OCCCn1ccnc1	2	5	24	6	-1	2	-2.4	-3	-9	2
OC[C@@H]1CCCN1Cc1cn(-c2ccccc2)nc1-c1ccc2c(c1)OCO2	3	5	12	-1	3	0	0.0	2	16	-1
O=C(NCCCN1CCOCC1)c1ccc(Br)cc1	-3	2	26	-9	-3	3	0.5	-1	19	0
CC(C)(C)C(=O)Nc1cc(C(F)(F)F)ccc1N1CCOCC1	-3	-20	.	7	-2	.	-0.3	-13	4	1
N#CC1C(C#N)N2CCCN2C1c1ccc(Br)cc1 (stereo unspecified)	-3	28	10	13	2	-6	-0.5	4	13	0
CS(=O)(=O)N1CCN(c2ccccc2NC(=O)Cc2ccccc2)CC1	5	15	0	-7	3	1	-0.8	8	-21	-1
O=C(c1cccnc1)N1CCN(Cc2cccc(Br)c2)CC1	-6	.	12	29	-2	4	-0.4	.	-45	-3
O=c1[nH]nc(Cc2ccc3ccccc3n2)c2ccccc12	14	42	7	-71	-4	0	1.3	32	-27	-3
COc1ccc(-n2c(C)nn(CCOc3ccccc3)c2=O)cc1	6	25	0	-90	-6	-3	2.2	11	-44	-3
COc1ccccc1CN(Cc1cc2c(C)ccc(C)c2[nH]c1=O)Cc1nnnn1Cc1ccco1	-4	13	14	18	0	-7	-0.3	15	-8	0
COc1ccc(CCNC(=S)NCCc2c[nH]c3ccccc23)cc1	2	-2	-10	-13	-2	-1	-1.6	-13	-17	0
COc1ccccc1-n1c(SCC(=O)Nc2ccc(Br)cc2)nc(O)cc1=O	2	48	9	-7	-6	4	-0.8	13	-9	-1
CCN(CC)c1ccc2c(cc1=O)[C@@H](NC)CCc1cc(OC)c(OC)c(OC)c1-2	85*	7	42	107*	0	-2	-23	-12	70*	8
Cc1nn(Cc2ccc(Cl)cc2)c(C)c1NC(=O)c1cc(C(C)C)on1	1	-5	18	15	5	4	-0.3	1	-17	-3
CCOc1ccc(NC(=O)CS(=O)CC(=O)N(CC(=O)NC(C)(C)C)C2CCCC2)cc1 (stereo unspecified)	0	-4	22	13	2	3	1.1	0	-2	-4
CCOC(=O)C1=C(C)Nc2ccccc2N=C1NC(=O)C(CC)c1ccccc1 (stereo unspecified)	1	24	25	17	-2	-2	-0.3	12	-11	-4
O=C(CNC(=O)c1cccs1)N/N=C/c1c[nH]c2ccccc12	0	10	29	2	0	0	-0.9	-3	14	-2

Reprinted at random: 5 compounds from above, in no set order.
SMILES	IEC-6 tox	HSF1 activator	AI-2 QS mod	aSyn UTR inh	HSP90 inh	GSK3beta inhib	HIF activator	HSF1 inhib	KLF5 inh	GSK3A inh
N#CC1C(C#N)N2CCCN2C1c1ccc(Br)cc1 (stereo unspecified)	-3	28	10	13	2	-6	-0.5	4	13	0
COc1ccc(CCNC(=S)NCCc2c[nH]c3ccccc23)cc1	2	-2	-10	-13	-2	-1	-1.6	-13	-17	0
O=C(c1cccnc1)N1CCN(Cc2cccc(Br)c2)CC1	-6	.	12	29	-2	4	-0.4	.	-45	-3
O=C(CNC(=O)c1cccs1)N/N=C/c1c[nH]c2ccccc12	0	10	29	2	0	0	-0.9	-3	14	-2
CC(C)(C)C(=O)Nc1cc(C(F)(F)F)ccc1N1CCOCC1	-3	-20	.	7	-2	.	-0.3	-13	4	1

Of the compounds above, 3 contain a tert-butyl group:
SMILES	IEC-6 tox	HSF1 activator	AI-2 QS mod	aSyn UTR inh	HSP90 inh	GSK3beta inhib	HIF activator	HSF1 inhib	KLF5 inh	GSK3A inh
Cc1ccc(OCC(=O)NNC(=O)C(=O)NC(C)(C)C)cc1	7	1	30	1	3	-2	-0.6	-3	-3	-3
CC(C)(C)C(=O)Nc1cc(C(F)(F)F)ccc1N1CCOCC1	-3	-20	.	7	-2	.	-0.3	-13	4	1
CCOc1ccc(NC(=O)CS(=O)CC(=O)N(CC(=O)NC(C)(C)C)C2CCCC2)cc1 (stereo unspecified)	0	-4	22	13	2	3	1.1	0	-2	-4

The list continues:
SMILES	IEC-6 tox	HSF1 activator	AI-2 QS mod	aSyn UTR inh	HSP90 inh	GSK3beta inhib	HIF activator	HSF1 inhib	KLF5 inh	GSK3A inh
COc1ccc(/C(C)=N\NS(=O)(=O)c2ccccc2)cc1OC	-6	2	15	20	1	3	0.4	-3	-15	-4
Cn1ccc(C(=O)N2CCCc3ccccc32)n1	3	-6	13	29	-1	2	0.2	3	-18	0
CCCNC(=S)N1CCC(Cc2ccccc2)CC1	1	8	24	-7	1	3	-0.4	0	-35	-1
S=C1COC(c2ccccc2)N1c1ccccc1 (stereo unspecified)	-2	-18	9	13	0	2	0.7	-8	2	-1
COc1ccc(Cl)cc1S(=O)(=O)N1CCN(C)CC1	.	-6	48	3	.	0	-0.2	-5	.	1
CCc1nnc(N/N=C/c2ccccc2Cl)n1N	100*	72*	17	-10	72*	2	1.5	61	39	0
O=C(CSCc1nc2c(nnn2Cc2ccc(F)cc2)c(=O)[nH]1)Nc1c(Cl)cc(Cl)cc1Cl	1	19	3	9	2	-5	0.0	4	-20	-3
CCc1cc(C(=O)c2ccc(Br)cc2)c(NC(=O)CN(CC)CC)s1	-3	5	4	18	-2	2	-1.7	-2	-6	0
Cc1nn(CC(=O)N2CCN(c3ccccc3)CC2)c(=O)c2cccn12	-4	17	18	-4	-6	1	-0.2	3	12	-3
Cc1ccc(C)c(NC(=O)C2CCC(C)(C(=O)O)C2(C)C)c1 (stereo unspecified)	4	-2	20	-11	2	2	-0.5	-7	-8	-2

Four entries out of the list, sorted by heavy-atom count, rising:
SMILES	IEC-6 tox	HSF1 activator	AI-2 QS mod	aSyn UTR inh	HSP90 inh	GSK3beta inhib	HIF activator	HSF1 inhib	KLF5 inh	GSK3A inh
COc1ccc(Cl)cc1S(=O)(=O)N1CCN(C)CC1	.	-6	48	3	.	0	-0.2	-5	.	1
Cc1ccc(C)c(NC(=O)C2CCC(C)(C(=O)O)C2(C)C)c1 (stereo unspecified)	4	-2	20	-11	2	2	-0.5	-7	-8	-2
COc1ccc(/C(C)=N\NS(=O)(=O)c2ccccc2)cc1OC	-6	2	15	20	1	3	0.4	-3	-15	-4
CCc1cc(C(=O)c2ccc(Br)cc2)c(NC(=O)CN(CC)CC)s1	-3	5	4	18	-2	2	-1.7	-2	-6	0
